GoLoco inh red: inhibitors of human Gai1-RGS12 GoLoco interaction (red fluorophore); Gai1:RGS12 GoLoco peptide FP, rhodamine, 10 min; P63096; 230,000 compounds, 0.44% hits; Potency, µM (highest dose often 61.6 µM), inactives show top-dose activity, negative = inhibition, hits mostly inhibitors; AID 880; active = well fitted inhibition curve with a large enough effect, not every such curve was filed as active; inactive = no such curve, though single readings can be large or run the other way; also: nearly all actives have a fitted effect of over 30% in size; many of its hits are not listed in these tables
Target sequence (P63096 whole entry, looked up): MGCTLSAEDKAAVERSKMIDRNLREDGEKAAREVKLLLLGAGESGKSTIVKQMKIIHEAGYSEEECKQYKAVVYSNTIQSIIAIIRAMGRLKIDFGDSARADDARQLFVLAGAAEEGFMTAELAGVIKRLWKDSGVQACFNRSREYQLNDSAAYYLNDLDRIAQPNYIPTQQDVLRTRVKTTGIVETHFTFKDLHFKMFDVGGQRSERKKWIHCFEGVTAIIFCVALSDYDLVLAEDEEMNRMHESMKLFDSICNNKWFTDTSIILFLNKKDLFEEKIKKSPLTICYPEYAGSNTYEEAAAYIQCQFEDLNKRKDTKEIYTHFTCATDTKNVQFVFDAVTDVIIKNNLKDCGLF
RECQ1 inh: RECQ1 (human) helicase inhibition; P46063; RECQ1 DNA unwinding, red fluorescence kinetic read; Potency, µM (titrated, usually from 57.3 µM), inactives show top-dose activity, negative = inhibition, hits mostly inhibitors; 240,000 compounds, 0.54% hits;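 also: plate controls were vehicle for no effect and no enzyme for full effect; nearly all actives have a fitted effect of over 30% in size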
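RECQ1T1 50 nM; forked duplex (20 bp + 30-nt ss tails) 200 nM, ATP 2 mM final; pH 8.0, 2 mM MgCl2, 2.5 ug/ml poly(dI-dC); 15 min compound preincubation; discontinuous kinetic read over 2 h at RT.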
GAA inhib: inhibitors of human lysosomal alpha-glucosidase; AID 1466; P10253; Potency, µM (highest dose often 76.9 µM), for inactives: at the top dose activity change, negative = inhibition, actives largely listed as inhibitors; 200,000 compounds, 0.005% hits; purified human GAA, 4-MU-alpha-glucoside fluorescence;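 also: plate controls were uninhibited enzyme wells for no effect and no-enzyme background for full effect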
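Activity normalized between no-enzyme (basal) and enzyme-only wells. Conditions: 4 nM human enzyme, 400 uM fluorogenic substrate, citrate/phosphate pH 5.0 with Tween-20, 20 min room temperature, compounds up to 77 uM.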
TRb SRC2 PPI: disrupts binding of human TR beta to SRC2 | 280,000 compounds, 0.065% hits | Potency, µM (doses to about 106 µM), inactives show at the top dose activity change, negative = inhibition, most hits filed as inhibitors | P10828 | TRbeta-SRC2 peptide binding, fluorescence polarization; receptor liganded with 1 µM T3 | AID 1469;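 also: plate controls were bound peptide for no effect and peptide without receptor for full effect; nearly all actives have a fitted effect of over 50% in size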
Target sequence (P10828 whole entry, looked up): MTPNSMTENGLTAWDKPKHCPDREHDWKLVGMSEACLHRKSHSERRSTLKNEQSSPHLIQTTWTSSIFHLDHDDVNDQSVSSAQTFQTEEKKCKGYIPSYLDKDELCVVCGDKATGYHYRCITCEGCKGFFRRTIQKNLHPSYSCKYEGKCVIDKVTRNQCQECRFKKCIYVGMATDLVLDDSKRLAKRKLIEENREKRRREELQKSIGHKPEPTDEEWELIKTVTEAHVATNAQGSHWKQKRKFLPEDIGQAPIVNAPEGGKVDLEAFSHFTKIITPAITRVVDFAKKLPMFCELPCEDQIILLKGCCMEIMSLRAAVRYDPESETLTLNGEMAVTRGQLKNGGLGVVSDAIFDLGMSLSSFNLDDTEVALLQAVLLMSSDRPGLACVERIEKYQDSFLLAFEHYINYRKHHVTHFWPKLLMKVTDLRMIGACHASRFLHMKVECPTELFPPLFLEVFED
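Fluorescence polarization of 20 nM Texas Red SRC2 peptide with 0.6 uM human TRb ligand-binding domain, in Tris buffer with 1uM T3 and 5% DMSO. Incubated 5 hr ambient; normalized to unbound and bound controls.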
TR SRC2 fluor cs: counter-screen for TRb-SRC2 inhibitors: fluorescence interference | 280,000 compounds, 0.29% hits | TRb/SRC2 Texas Red total fluorescence interference | Potency, µM (series often up to 106 µM), inactives show at the top dose fluorescence change, negative = quenching; active = well fitted curve in either direction with a large enough effect; inconclusive = small, poorly fitted or top-dose-only effect
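Flags fluorescent or light-absorbing compounds by total fluorescence, S + 2P, at 555 nm excitation and 632 nm emission. Mixture: 20 nM Texas Red SRC2 peptide, 0.6 uM human TRb LBD, 1 uM T3, 5% DMSO; compound exposure 5 h at ambient temperature.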
aGlu spleen mod: inhibits or activates alpha-glucosidase in human spleen homogenate; 240,000 compounds, 0.006% hits; human spleen homogenate, 4-MU-alpha-glucoside fluorescence; Potency, µM (titrated, usually from 79.9 µM), for inactives: at the top dose activity change, negative = inhibition, hits mostly inhibitors; AID 2112; P10253;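 also: 0% = enzyme with vehicle and -100% = no enzyme basal signal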
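Human spleen homogenate (1 ug) incubated with compounds and 1 mM 4-methylumbelliferyl-alpha-D-glucopyranoside in pH 5.0 citrate/phosphate buffer, 37 C, 40 min. Stopped at pH 10; 4-MU fluorescence (Ex 365/Em 440 nm); AC50 by Hill fit.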
GAA glycogen: alters human alpha-glucosidase cleavage of glycogen. P10253. recombinant GAA, glycogen substrate, Amplex Red glucose oxidase fluorescence. Potency, µM (doses to about 76.4 µM), for the others: top-dose activity change, negative = inhibition, usual class: inhibitors. 300,000 compounds, 0.38% hits. AID 2100;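 also: 0% = full enzyme reaction and -100% = no-enzyme basal signal; the screen sought inhibitors and activators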
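Recombinant human enzyme (4 nM); glycogen substrate; 37 C, 40 min, pH 5.0. Readout: coupled glucose oxidase/Amplex Red fluorescence.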
L3MBTL1 block: blocks human L3MBTL1 | Q9Y468 | AlphaScreen L3MBTL1–H3K9me1 peptide binding | Potency, µM (highest dose often 57.1 µM), for the others: top-dose activity, negative = inhibition, most hits filed as inhibitors | 230,000 compounds, 0.66% hits | AID 485360; also: nearly all actives have a fitted effect of over 60% in size
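Read-out is AlphaScreen signal from streptavidin donor and nickel chelate acceptor beads (10 ug/mL final each) bridging L3MBTL1 (50 nM) and biotinylated K9-monomethylated H3(1-15) peptide (75 nM), after 30 min compound exposure at room temperature.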
An asterisk follows results filed as active; i = inactive; ? = inconclusive; / = no result given; & = joins results of further samples; [ ] = another dose, or the depositor's remark. Unless noted, calls follow the shape of the dose curve; as a rule, active = well fitted curve in the direction sought with a large enough effect; inconclusive = small, poorly fitted or top-dose-only effect, or another doubt; inactive = no such curve, though single readings can be large; an effect the other way counts as inactive or inconclusive. Unless noted, % is scaled to controls: 0 for no effect and ±100 for the full control effect; potency is read from the fitted curve at half-maximal effect. Some of the compounds tested. The share of hits here may be higher or lower than overall.

SMILES	GoLoco inh red	RECQ1 inh	GAA inhib	TRb SRC2 PPI	TR SRC2 fluor cs	aGlu spleen mod	GAA glycogen	L3MBTL1 block
CC(Oc1ccc(Cl)cc1Cl)C(=O)Nc1ccc(O)cc1 (centres undefined)	-20%	i	-6%	4%	-1%	3%	?	-18%
C=CCOC(=O)C1=C[C@H](C2CC2)[C@@H](CCCO)[C@H](OCC)O1	5%	-5%	/	-2%	-1%	-1%	12%	9%
Cc1ccc(-c2c(C)n([O-])c3c([n+]2=O)CCC3)o1	2%	-4%	5%	2%	-4%	3%	6%	-2%
N#Cc1ccccc1OCC(=O)OCC(=O)c1ccc2c(c1)NC(=O)CO2	-6%	12%	-9%	10%	-2%	-6%	-10%	6%
CCN(CC)S(=O)(=O)c1ccc(Cl)c(NC(=O)COC(=O)/C=C/c2cc(OC)c(OC)c(OC)c2)c1	-5%	?	-8%	-2%[53 µM]	-2%[53 µM]	0%	6%	1%
CCCn1c(=S)[nH]c2cc(C(=O)NCC3CCCO3)ccc2c1=O (centres undefined)	2%	7%	2%	12%	1%	0%	-3%	-2%
COc1ccc(/C=N/NC(=O)CCn2c3ccccc3c3ccccc32)cc1O	2%	i	2%	-1%	0%	-7%	-8%	-2%
Cn1nc(N)nc1N1CCN(c2ccc(F)cc2)CC1	7%	-5%	2%	-9%	-1%	-1%	1%	16%
CC1(C)CC(NC(=O)c2ccccc2C(=O)NC2CC(C)(C)NC(C)(C)C2)CC(C)(C)N1	3%	-3%	3%	5%	1%	10%	6%	/
CC(c1ccco1)N(C(=O)CSc1ccc(Br)cc1)c1ccccn1 (centres undefined)	-2%	4%	-5%	-4%	-2%	-5%	0%	-3%
O=C(O)CCCn1c(O)c(C=C2N=c3ccccc3=N2)sc1=S	2%	5%	/	1%	-6%	-2%	-5%	/
O=C(Nc1cc2c3c(c1)C1CCCC1CN3CC1CCCC21)c1ccc([N+](=O)[O-])cc1 (centres undefined)	-9%	-4%	0%	-14%	-4%	6%	0%	/
COCCNC(=O)C(c1ccc(O)cc1)N(Cc1ccco1)C(=O)CCC(=O)Nc1nccs1 (centres undefined)	-6%	-6%	3%	6%	-1%	-5%	1%	26%
CCN1C(=O)c2cccc3c(S(=O)(=O)Nc4ccccc4OC)ccc1c23	-2%	-8%	5%	1%	-7%	-2%	-3%	8%
CC(C)CNC(=O)c1ccccc1NC(=O)/C=C/c1cccc([N+](=O)[O-])c1	5%	-4%	-5%	-9%	0%	-8%	-6%	-1%
NC(=O)C1CCN(C(=O)C2c3ccccc3C(=O)N3CCc4ccccc4C23)CC1 (centres undefined)	7%	-1%	-3%	7%	2%	-6%	9%	-10%
CC(C)(C)c1nnc(NC(=O)c2ccc(Cl)nc2)s1	-6%	0%	-2%	8%	-2%	6%	7%	3%
COC1=C/C(=C/c2c(N)n3cc(C)sc3nc2=O)C=CC1=O	5%	-3%	-12%	9%	-9%	3%	-6%	-11%
COc1ccc(C2c3c(oc4ccc(Cl)cc4c3=O)C(=O)N2CCN2CCOCC2)cc1 (centres undefined)	8%	i	/	3%	0%	5%	3%	5%
O=C(NC(=S)Nc1ccc(N2CCN(C(=O)c3ccccc3)CC2)cc1)c1cccs1	9%	15%	6%[15.4 µM]	7%	0%	5%	-10%	-29%
O=C(Nc1ccc(NC(=O)c2ccccc2)nc1)c1ccncc1	-2%	-2%	7%	-4%	0%	-6%	-12%	2%
COC/C=C/C1=CC2=CC(=O)C(C)(OC(=O)c3cnc4ccccc4n3)C(=O)C2=CN1c1ccccc1 (centres undefined)	2%[14.2 µM]	-27%	/	-1%[11.2 µM]	-3%[11.2 µM]	0%[17.4 µM]	1%	/
CCN1C(=O)C(CC(=O)Nc2ccc(Br)cc2)N(CCCc2ccccc2)C1=S (centres undefined)	0%	-1%	-11%	4%	-1%	-5%	-20%	5%
O=C(OCc1ccccc1F)c1ccc2c(c1)-c1ccccc1C2=O	5%	-2%	-5%	-8%	-3%	-25%	0%	5%

Continued; it opens with the two that closed the last part.
SMILES	GoLoco inh red	RECQ1 inh	GAA inhib	TRb SRC2 PPI	TR SRC2 fluor cs	aGlu spleen mod	GAA glycogen	L3MBTL1 block
CCN1C(=O)C(CC(=O)Nc2ccc(Br)cc2)N(CCCc2ccccc2)C1=S (centres undefined)	0%	-1%	-11%	4%	-1%	-5%	-20%	5%
O=C(OCc1ccccc1F)c1ccc2c(c1)-c1ccccc1C2=O	5%	-2%	-5%	-8%	-3%	-25%	0%	5%
CN(C)c1cc(Cl)c2nonc2c1N	2%	28µM*	/	?	-6%	2%	13µM*	32µM*
O=C(/C=C/c1ccco1)N1CCN(c2ncccn2)CC1	-1%	2%	10%	-5%	-1%	2%	-1%	-4%
COc1cccc(C(=O)NCC(=O)N/N=C/c2cn[nH]c2-c2ccccc2)c1	9%	-1%	2%	-1%	-5%	0%	0%	13%
COc1ccc(-c2nnc(SCc3c(C)noc3C)o2)cc1	6%	-10%	7%	-3%	0%	6%	2%	/
C#CC1(NC(=O)NC(C)C)CCCCC1	7%	i	6%	-4%	-2%	-16%	-3%	6%
O=C(OCn1nnc2ccccc2c1=O)c1ccc(Br)o1	0%	0%	0%	1%	-2%	-10%	-5%	20%
Cc1cccc2cc(CN(Cc3ccco3)C(=O)NC3CCCCC3)c(=O)[nH]c12	2%	-11%	-13%	-8%	0%	1%	4%	-10%
CCc1ccc(NC(=S)Nc2cccc(OC)c2)cc1	8%	-8%	12%	-2%	-3%	-5%	-13%	-4%
O=C(CN(C1CCCCC1)S(=O)(=O)c1ccc(Cl)cc1)N1CCOCC1	2%	-8%	3%	8%	-3%	-5%	-9%	/
Cc1ccc(-c2nc3cc(NC(=O)C(C)C)ccc3o2)cc1C	-8%	-7%	6%	-18%	4%	2%	-1%	34%[activator]
Cc1ccn2c(Nc3ccc4c(c3)OCO4)c(-c3ccc(O)cc3)nc2c1	-17%	-13%	/	5%&5%	-2%&-5%	-1%	11µM*	-12%
O=Nc1ccc(NO)cc1	-15%	6%	/	-4%	0%	-16%	/	/

Laid out differently: 3 of the compounds above.
SMILES: COc1ccc(-c2nnc(SCc3c(C)noc3C)o2)cc1
  GoLoco inh red: 6% | RECQ1 inh: -10% | GAA inhib: 7% | TRb SRC2 PPI: -3% | TR SRC2 fluor cs: 0% | aGlu spleen mod: 6% | GAA glycogen: 2% | L3MBTL1 block: /

SMILES: C#CC1(NC(=O)NC(C)C)CCCCC1
  GoLoco inh red: 7% | RECQ1 inh: i | GAA inhib: 6% | TRb SRC2 PPI: -4% | TR SRC2 fluor cs: -2% | aGlu spleen mod: -16% | GAA glycogen: -3% | L3MBTL1 block: 6%

SMILES: O=C(OCn1nnc2ccccc2c1=O)c1ccc(Br)o1
  GoLoco inh red: 0% | RECQ1 inh: 0% | GAA inhib: 0% | TRb SRC2 PPI: 1% | TR SRC2 fluor cs: -2% | aGlu spleen mod: -10% | GAA glycogen: -5% | L3MBTL1 block: 20%

Other entries.
SMILES	GoLoco inh red	RECQ1 inh	GAA inhib	TRb SRC2 PPI	TR SRC2 fluor cs	aGlu spleen mod	GAA glycogen	L3MBTL1 block
Nc1ccc(-c2ccc(N)c([N+](=O)[O-])c2)cc1[N+](=O)[O-]	33%[activator]	-7%	-4%	12%	-30%	1%	5%	-26%
COCCCNC(=O)CCSc1ccc(C)cc1	11%	-1%	3%	6%	-1%	3%	10%	2%
O=C(Nc1ccc2nccnc2c1)c1cnccn1	5%	-6%	-4%	8%	-2%	1%	1%	/
Cc1ccc(C(NC(=O)C2CCCCC2)c2c(O)ccc3ccccc23)cc1 (centres undefined)	-9%	-8%	?	8%	0%	-7%	-16%	-3%
C[C@@H]1OC(OC2CC[C@@]3(C)C(CC[C@@]4(C)C3CC=C3C5CC(C)(C)CC[C@]5(C(=O)OC5OCC(O)[C@@H](O)[C@@H]5OC5O[C@@H](C)[C@H](O[C@H]6OC(CO)C(O)C(O)C6O)C(O)C5O)C(O)C[C@@]34C)C2(C)C)C(O)C(O)[C@H]1OC1OCC(O)C(O)[C@H]1O (some centres undefined)	5%	-17%	/	-7%	-6%	-14%	/	/
Cc1cc(O)cc(O)c1-c1onc(C(F)(F)F)c1-c1cscn1	13%	i	2%	1%	-1%	2%	-7%	2%
COc1cccc(NC(=S)N(CCCN2CCOCC2)C(C)c2cc3cccc(OC)c3o2)c1 (centres undefined)	-2%	-2%	1%	2%	1%	0%	-7%	/
c1ccc2c(c1)CC(N1CCN(c3cccc4c3OCCO4)CC1)C2	-20%	-7%&-8%	/	-2%&14%	-3%&3%	4%&9%	/	/
COC(=O)c1cccc(NC(=O)CN2CCN(c3ccc(OC)cc3)CC2)c1	-10%	-6%	1%	8%	-6%	1%	-11%	-10%
CN(c1ccccc1)S(=O)(=O)c1cc(C(=O)c2nccn2C)ccc1Cl	-4%	-7%	-6%	8%	0%	1%	-3%	0%

Screening data as filed in PubChem.
